From PubChem
VIM-2 inhibitor = blocks Pseudomonas aeruginosa VIM-2 metallo-beta-lactamase; purified VIM-2, nitrocefin hydrolysis, epi-absorbance fluorescence; inhibition, % at 5.6 µM; 0.89% of 290,000 active;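 active = inhibition above the mean of all tested compounds plus 3 SD, cutoff set per screening run, cut at about 7.5% in these data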;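 also: red hydrolysis product quenches plate fluorescence so inhibitors raise well fluorescence; 0% = enzyme with DMSO and 100% = DMSO without enzyme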
IMP-1 inhibitor = inhibitors of Pseudomonas aeruginosa IMP-1 metallo-beta-lactamase; purified IMP-1, nitrocefin hydrolysis, epi-absorbance fluorescence; inhibition, % at 5.6 µM; 0.45% of 290,000 active;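 active = inhibition above the mean plus 3 SD of all compounds in the same screening run, cut at about 4.5% in these data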;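 also: 0% = IMP-1 with DMSO and 100% = DMSO wells lacking enzyme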
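System – purified recombinant IMP-1 beta-lactamase · Input – IMP-1 dispensed at 0.2 nM · Timing – 15 min preincubation plus 25 min reaction at 25 °C · Signal – Epi-absorbance fluorescence, 480 nm excitation, 530 nm emission · Measure – percent IMP-1 inhibition derived from blank-referenced optical density · Controls – Enzyme-plus-DMSO low control, enzyme-free DMSO high control · Replication – singlicate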
DNA FID counter = displaces DNA intercalator in HCV helicase counter-screen; DNA fluorescent intercalator displacement, fluorescence; inhibition, % at 7.9 µM; 0.17% of 290,000 active; AID 1845; in the data active = inhibition above about 37%;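 also: 0% = vehicle and 100% = reference compound; higher means more ethidium bromide displaced from hairpin DNA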
MEKK2 mut-MEK5 = signal of MEK5 binding to mutant human MEKK2 PB1 domain; bead flow cytometry, Alexa488-MEK5 binding to MEKK2 mutant; percent response, % at 10 µM; 0.35% of 290,000 active; AID 1530; in the data active = percent response above about 24%, passing the limit was not always enough; also: inactives centre near 1; some results filed as inactive read as strong as hits
M18AAP inhibitor = blocks P. falciparum M18 aspartyl aminopeptidase | recombinant PfM18AAP, H-Glu-NHMec fluorogenic cleavage | inhibition, % at 7.35 µM | 1.2% of 290,000 active;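 active = inhibition above the campaign mean inhibition over all tested compounds plus 3 SD, cut at about 28% in these data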;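 also: 0% = plate median of test compound wells and 100% = 2 mM ZnCl2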
NS3 helicase inh = blocks Hepatitis C virus NS3 helicase unwinding; NS3 helicase DNA unwinding, Cy5 molecular beacon fluorescence; inhibition, % at 10.9 µM; 0.56% of 290,000 active; AID 1800;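 active = inhibition above the mean of all tested compounds plus 3 SD, set per campaign, cut at about 35% in these data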;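 also: 0% = DMSO wells and 100% = thioflavine S control wells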
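Assay system: hepatitis C virus NS3 helicase domain fragment enzyme. Also added: annealed dual-labelled DNA beacon duplex, ATP-started. Timing: 1 h reaction at 25 °C, ATP-initiated. Technique: Cy5 fluorescence at 0 and 60 min, beacon hairpin quenching. Evaluation: % inhibition of unwinding. Replication: one well per compound.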
UBC9 SUMO inh = inhibitors of human SUMOylation (UBC9). HTRF SUMOylation assay, SAE1/SAE2 + UBC9, in vitro. inhibition, % at 35 µM. 0.36% of 290,000 active. AID 2006; in the data active = inhibition above about 50%, passing the limit was not always enough; also: strong numbers were not always called active
Target sequence (P63279 whole entry, looked up): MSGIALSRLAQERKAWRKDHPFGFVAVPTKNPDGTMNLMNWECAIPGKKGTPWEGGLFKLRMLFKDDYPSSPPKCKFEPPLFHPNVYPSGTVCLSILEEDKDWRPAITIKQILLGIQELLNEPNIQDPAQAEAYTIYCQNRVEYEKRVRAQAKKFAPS
MEKK2wt PB1 HTS = raises or lowers MEK5 binding to wildtype human MEKK2 PB1 domain; 1.1% of 290,000 active; bead flow cytometry, Alexa488-MEK5 binding to MEKK2 WT; actives lie on both sides; binding response (% of control), % at 10 µM; Q9Y2U5; in the data active = binding response below about 67% or above about 130%
NALP1 yeast inh = NALP1 inhibition. S. cerevisiae NALP1/ASC/caspase-1 growth, X-gal OD620, 72 h. inhibition, % at 10 µM. 0.61% of 280,000 active. AID 2071; in the data active = inhibition mostly above about 24%, no sharp cut-off; inactive = mostly below about 32%; also: some compounds called inactive have numbers as strong as hits
* hit, by the source's call. Outcome played no part in choosing rows; about 4.7% have a hit in one of these screens.

For Cc1nn(CCCC(=O)Nc2cnn(Cc3ccc(F)cc3)c2)c(C)c1[N+](=O)[O-] the results were VIM-2 inhibitor -2.7, IMP-1 inhibitor -4.4, DNA FID counter -9, MEKK2 mut-MEK5 2, M18AAP inhibitor 2, NS3 helicase inh -3, UBC9 SUMO inh 2 and MEKK2wt PB1 HTS 102.
`OCCCc1nc2n(n1)C(c1cccs1)C=C(c1ccc(Br)cc1)N2` (stereo not drawn) gave VIM-2 inhibitor 0.1, IMP-1 inhibitor 3.2, DNA FID counter -16, MEKK2 mut-MEK5 3, M18AAP inhibitor -6, NS3 helicase inh 2, UBC9 SUMO inh 6, MEKK2wt PB1 HTS 95 and NALP1 yeast inh 35.
For CCOc1ccc(NC(=O)C2CCCN2S(=O)(=O)c2ccc3c(c2)C(C)(C)C(=O)N3C)cc1 (stereo not drawn) the results were VIM-2 inhibitor -2.6, IMP-1 inhibitor -2.3, DNA FID counter -43, MEKK2 mut-MEK5 2, M18AAP inhibitor 0, NS3 helicase inh -1, UBC9 SUMO inh 19, MEKK2wt PB1 HTS 105 and NALP1 yeast inh 13.
`Cc1ccc(NC(=O)Nc2cccc(Cl)c2)c(C(=O)O)c1` gave VIM-2 inhibitor -1.2, IMP-1 inhibitor -2.7, DNA FID counter -14, MEKK2 mut-MEK5 0, M18AAP inhibitor -4, NS3 helicase inh -13, UBC9 SUMO inh 20, MEKK2wt PB1 HTS 102 and NALP1 yeast inh 9.
`CCN(CC)C(=N)/C(C#N)=N/Nc1ccccc1` gave VIM-2 inhibitor -2.0, IMP-1 inhibitor -0.2, DNA FID counter 0, MEKK2 mut-MEK5 -18, M18AAP inhibitor 1, NS3 helicase inh 2, UBC9 SUMO inh 18, MEKK2wt PB1 HTS 96 and NALP1 yeast inh -2.
`COc1ccccc1OCc1cc(C(=O)N2CCCC(OCc3cccnc3)C2)no1` (stereo not drawn) gave VIM-2 inhibitor -2.0, IMP-1 inhibitor -0.5, DNA FID counter -39, MEKK2 mut-MEK5 5, M18AAP inhibitor 1, NS3 helicase inh -3, UBC9 SUMO inh 10, MEKK2wt PB1 HTS 106 and NALP1 yeast inh 4.
For CC1(C)NC(=O)N(CC(O)CN2CCCC2)C1=O (stereo not drawn) the results were VIM-2 inhibitor -0.5, IMP-1 inhibitor -3.2, DNA FID counter -3, MEKK2 mut-MEK5 -4, M18AAP inhibitor -5, NS3 helicase inh 1, UBC9 SUMO inh 28, MEKK2wt PB1 HTS 97 and NALP1 yeast inh 10.
COc1ccccc1N1CCN(C(=O)C2CCN(S(=O)(=O)c3ccc(F)cc3)CC2)CC1 was read as MEKK2 mut-MEK5 3, UBC9 SUMO inh 0, MEKK2wt PB1 HTS 94 and NALP1 yeast inh 11.
`Cc1oc(=O)c(NC(=O)c2ccccc2)cc1C(N)=O` gave VIM-2 inhibitor 1.9, IMP-1 inhibitor -0.4, DNA FID counter -6, MEKK2 mut-MEK5 -7, M18AAP inhibitor 14, NS3 helicase inh 10, UBC9 SUMO inh 22, MEKK2wt PB1 HTS 97 and NALP1 yeast inh 16.
Screening O=C(CN1C(=O)CSc2ccccc21)NC1CCCC1 returned VIM-2 inhibitor -5.3, IMP-1 inhibitor -6.1, DNA FID counter 2, M18AAP inhibitor -7, NS3 helicase inh 3, UBC9 SUMO inh 8 and NALP1 yeast inh -28.
`CC(C)(C)n1nc2c(c1NC(=O)c1ccccc1F)CS(=O)C2` (stereo not drawn) gave VIM-2 inhibitor -1.7, IMP-1 inhibitor -3.4, DNA FID counter -5, MEKK2 mut-MEK5 10, M18AAP inhibitor 0, NS3 helicase inh 3, UBC9 SUMO inh -2, MEKK2wt PB1 HTS 109 and NALP1 yeast inh -8.
For COc1ccc(NC2CS(=O)(=O)CC2NCc2ccccc2)cc1 (stereo not drawn) the results were VIM-2 inhibitor -0.6, IMP-1 inhibitor -1.6, DNA FID counter -4, MEKK2 mut-MEK5 13, M18AAP inhibitor 0, NS3 helicase inh 1, UBC9 SUMO inh -41, MEKK2wt PB1 HTS 104 and NALP1 yeast inh 1.
Screening CN(C)S(=O)(=O)c1ccc(Cl)c(NC(=O)CN2CCN(Cc3ccc4c(c3)OCO4)CC2)c1 returned VIM-2 inhibitor -0.3, IMP-1 inhibitor -3.5, DNA FID counter -12, MEKK2 mut-MEK5 -8, M18AAP inhibitor -10, NS3 helicase inh -10, UBC9 SUMO inh 3, MEKK2wt PB1 HTS 99 and NALP1 yeast inh 13.
O=C1CN(C(=O)COc2ccc(F)cc2Cl)c2ccccc2N1 was read as VIM-2 inhibitor -3.6, IMP-1 inhibitor -2.3, DNA FID counter -2, MEKK2 mut-MEK5 0, M18AAP inhibitor 6, NS3 helicase inh 11, UBC9 SUMO inh -4, MEKK2wt PB1 HTS 98 and NALP1 yeast inh -17.
Cn1c(Cc2cccs2)nnc1SCC(=O)N1CCCc2ccccc21 was read as VIM-2 inhibitor -3.6, IMP-1 inhibitor -3.6, DNA FID counter -14, MEKK2 mut-MEK5 1, M18AAP inhibitor 7, NS3 helicase inh 8, UBC9 SUMO inh 9, MEKK2wt PB1 HTS 95 and NALP1 yeast inh -6.
`Cn1nc(-c2ccccn2)nc2c(=O)n(C)c(=O)nc1-2` gave VIM-2 inhibitor -2.8, IMP-1 inhibitor -3.3, DNA FID counter -2, MEKK2 mut-MEK5 0, M18AAP inhibitor 23, NS3 helicase inh 1, UBC9 SUMO inh 102* and MEKK2wt PB1 HTS 97.
CCC(C)(C)n1nnnc1C(c1cc2ccc(OC)cc2[nH]c1=O)N1CCc2ccccc21 (stereo not drawn) was read as VIM-2 inhibitor -1.4, IMP-1 inhibitor -0.9, DNA FID counter -26, MEKK2 mut-MEK5 -13, M18AAP inhibitor 12, NS3 helicase inh -2, UBC9 SUMO inh -7, MEKK2wt PB1 HTS 83 and NALP1 yeast inh 5.
Screening C=CCn1c(SCC(=O)N(C)C)nc2sc3c(c2c1=O)CCC3 returned VIM-2 inhibitor 8.4*, IMP-1 inhibitor -1.4, DNA FID counter -42, MEKK2 mut-MEK5 0, M18AAP inhibitor 3, NS3 helicase inh 8, UBC9 SUMO inh -4, MEKK2wt PB1 HTS 101 and NALP1 yeast inh 10.
Screening Cc1cc(NC(=O)CNCC(c2ccccc2)N(C)C)c([N+](=O)[O-])cc1C (stereo not drawn) returned VIM-2 inhibitor -2.7, IMP-1 inhibitor -2.9, DNA FID counter 9, MEKK2 mut-MEK5 2, M18AAP inhibitor 13, NS3 helicase inh -5, UBC9 SUMO inh 3, MEKK2wt PB1 HTS 100 and NALP1 yeast inh -20.
`CCOP(=O)(c1ccc(N(C)C)cc1)C(O)c1ccncc1` (stereo not drawn) gave VIM-2 inhibitor 0.8, IMP-1 inhibitor -0.8, DNA FID counter -2, MEKK2 mut-MEK5 1, M18AAP inhibitor 5, NS3 helicase inh 3, UBC9 SUMO inh 28, MEKK2wt PB1 HTS 102 and NALP1 yeast inh 2.
Cc1nn(Cc2ccccc2)c(C)c1NC(=O)CCCn1nc([N+](=O)[O-])c(Cl)c1C was read as VIM-2 inhibitor 1.9, IMP-1 inhibitor 1.2, DNA FID counter -29, MEKK2 mut-MEK5 -3, M18AAP inhibitor -9, NS3 helicase inh 4, UBC9 SUMO inh -15, MEKK2wt PB1 HTS 94 and NALP1 yeast inh 31.
Nc1ccc2nn(-c3cccc4ccccc34)nc2c1 was read as VIM-2 inhibitor -2.4, IMP-1 inhibitor -2.3, DNA FID counter -6, MEKK2 mut-MEK5 -13, M18AAP inhibitor 2, NS3 helicase inh 22, UBC9 SUMO inh 58*, MEKK2wt PB1 HTS 91 and NALP1 yeast inh -2.
`CCNc1nc(NCC)nc(N/N=C/c2ccc(O)c(OC)c2)n1` gave VIM-2 inhibitor -1.7, IMP-1 inhibitor -4.1, DNA FID counter -9, MEKK2 mut-MEK5 8, M18AAP inhibitor 18, NS3 helicase inh -2, UBC9 SUMO inh 11, MEKK2wt PB1 HTS 107 and NALP1 yeast inh -12.
`COc1ccc(COC(=O)N/N=C(\C)CC(=O)Nc2ccc(Cl)cc2)cc1` gave VIM-2 inhibitor -2.9, IMP-1 inhibitor -1.6, DNA FID counter -7, MEKK2 mut-MEK5 -2, M18AAP inhibitor -4, NS3 helicase inh -2, UBC9 SUMO inh -3, MEKK2wt PB1 HTS 95 and NALP1 yeast inh -22.
Screening CCn1c(SCC(=O)N(C)C2CCS(=O)(=O)C2)nnc1-c1ccccc1 (stereo not drawn) returned VIM-2 inhibitor -3.1, IMP-1 inhibitor -0.8, DNA FID counter -4, MEKK2 mut-MEK5 -14, M18AAP inhibitor -8, NS3 helicase inh -2, UBC9 SUMO inh -7, MEKK2wt PB1 HTS 69 and NALP1 yeast inh -6.
For CC1(C)CC(=O)C(/C=N/n2c(C(F)(F)F)nc3ccccc3c2=O)=C(O)C1 the results were VIM-2 inhibitor -3.6, IMP-1 inhibitor -3.7, DNA FID counter -8, MEKK2 mut-MEK5 -1, M18AAP inhibitor 14, NS3 helicase inh 1, UBC9 SUMO inh -3, MEKK2wt PB1 HTS 98 and NALP1 yeast inh -19.
CCCOCC(O)CC(Cc1ccccc1)C(=O)NN (stereo not drawn) was read as VIM-2 inhibitor -3.7, IMP-1 inhibitor -4.0, DNA FID counter -35, MEKK2 mut-MEK5 -18, M18AAP inhibitor -7, NS3 helicase inh -1, UBC9 SUMO inh 24 and MEKK2wt PB1 HTS 95.
For Cc1cc(NC(=S)N(Cc2cccc(Br)c2)CC2CCC(C(=O)O)CC2)ccc1Cl (stereo not drawn) the results were VIM-2 inhibitor -2.2, IMP-1 inhibitor -2.7, DNA FID counter -29, MEKK2 mut-MEK5 0, M18AAP inhibitor -1, NS3 helicase inh -19, UBC9 SUMO inh 22, MEKK2wt PB1 HTS 99 and NALP1 yeast inh 1.
Cc1cccc(Cn2c(N(C)Cc3ccccc3)nc3c2c(=O)[nH]c(=O)n3C)c1 was read as VIM-2 inhibitor -2.4, IMP-1 inhibitor 3.1, DNA FID counter -12, MEKK2 mut-MEK5 8, M18AAP inhibitor 1, NS3 helicase inh -1, UBC9 SUMO inh 9 and MEKK2wt PB1 HTS 105.
`Cc1ccc(Cc2cnc(N3C(=N)SC(c4ccccc4)C3=O)s2)cc1` (stereo not drawn) gave VIM-2 inhibitor -2.1, IMP-1 inhibitor -4.2, DNA FID counter -3, MEKK2 mut-MEK5 15, M18AAP inhibitor -1, NS3 helicase inh 15, UBC9 SUMO inh -43, MEKK2wt PB1 HTS 119 and NALP1 yeast inh 6.
Screening CCOC(=O)CSc1nc(C)c(C(C)=O)cc1C#N returned VIM-2 inhibitor -1.0, IMP-1 inhibitor -1.3, DNA FID counter -1, MEKK2 mut-MEK5 -1, M18AAP inhibitor -3, NS3 helicase inh -5, UBC9 SUMO inh 16, MEKK2wt PB1 HTS 97 and NALP1 yeast inh 7.
